GRK2 aptamer HTS: inhibitors of human GRK2 displacing RNA aptamer | P25098 | bead flow cytometry, FAM-aptamer displacement from GRK2 | inhibition of aptamer binding, % at 10 µM | 0.59% of 330,000 active | AID 488847;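 active = inhibition of aptamer binding above 40%, roughly 3 SD of noise, on plates passing a quality check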;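 note: median bead fluorescence of bound FAM aptamer so fluorescent compounds give negative values; no value below 0 was filed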
Yeast superoxide: caloric restriction mimetics inhibiting age-related superoxide in yeast; AID 2690; 0.18% of 330,000 active; S. cerevisiae aged cells, superoxide DHE fluorescence; stronger effect = lower value; superoxide response (% of plate mean), % at 10 µM;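 active = superoxide response under a set limit, about three screen SD below normal, cut at about 65% in these data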;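 note: yeast aged for seven days with compound at 30 °C before DHE staining; 100% = average MFI of all compound-treated wells on the plate with controls excluded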
Bcl-xL primary: Bcl-xL (human) inhibition; Q07817; GST-Bcl-xL / FITC-Bim BH3 peptide fluorescence polarization; inhibition, % at 10.9 µM; 0.7% of 320,000 active;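 active = inhibition above the mean of all tested compounds plus 3 SD, cutoff set per campaign, cut at about 30% in these data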;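 note: 0% = DMSO wells and 100% = unlabeled Bim-BH3 peptide competitor; inhibitors lower millipolarization by displacing the labeled peptide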
Target sequence (Q07817 whole entry, looked up): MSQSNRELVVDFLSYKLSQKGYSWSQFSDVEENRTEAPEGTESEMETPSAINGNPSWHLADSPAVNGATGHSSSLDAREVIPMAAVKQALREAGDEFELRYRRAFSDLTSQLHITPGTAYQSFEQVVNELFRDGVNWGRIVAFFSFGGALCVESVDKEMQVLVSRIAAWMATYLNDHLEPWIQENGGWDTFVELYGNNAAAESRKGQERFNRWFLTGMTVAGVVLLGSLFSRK
CIT2 TOR yeast: alters CIT2-GFP fluorescence in TOR pathway yeast screen. S. cerevisiae CIT2-GFP strain, flow cytometry, 3 h; 100 means same as DMSO wells. GFP response vs DMSO, % at 10 µM. 0.065% of 320,000 active. AID 2029;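 active = GFP response relative to DMSO above a set limit, near the screen mean plus 3 SD, cut at about 150% in these data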;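 note: ratio of well median GFP fluorescence to mean of DMSO wells on the plate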
MCL1-BIM inh: inhibitors of human MCL1 binding to BIM-BH3 peptide. inhibition, % at 10.9 µM. 0.68% of 320,000 active. GST-MCL1 / FITC-Bim-BH3 fluorescence polarization. AID 2057. Q07820;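 active = inhibition above the mean inhibition of all tested compounds plus 3 SD, set per campaign, cut at about 40% in these data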;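 note: 0% = DMSO wells and 100% = unlabeled Bim-BH3 peptide control; higher means more loss of mP so more displacement of Bim peptide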
GLD-1 TGE inh: GLD-1-TGE RNA interaction inhibition (C. elegans); purified GLD-1 + fluorescein TGE RNA, fluorescence polarization; Q17339; 0.44% of 320,000 active; AID 2280; inhibition, % at 5.96 µM;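 active = percent inhibition above a per-plate cutoff, the plate mean of test compounds plus 3 SD, cut at about 30% in these data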;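 note: 0% = DMSO wells with GLD-1 and probe and 100% = wells lacking GLD-1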
Target sequence (Q17339 whole entry, looked up): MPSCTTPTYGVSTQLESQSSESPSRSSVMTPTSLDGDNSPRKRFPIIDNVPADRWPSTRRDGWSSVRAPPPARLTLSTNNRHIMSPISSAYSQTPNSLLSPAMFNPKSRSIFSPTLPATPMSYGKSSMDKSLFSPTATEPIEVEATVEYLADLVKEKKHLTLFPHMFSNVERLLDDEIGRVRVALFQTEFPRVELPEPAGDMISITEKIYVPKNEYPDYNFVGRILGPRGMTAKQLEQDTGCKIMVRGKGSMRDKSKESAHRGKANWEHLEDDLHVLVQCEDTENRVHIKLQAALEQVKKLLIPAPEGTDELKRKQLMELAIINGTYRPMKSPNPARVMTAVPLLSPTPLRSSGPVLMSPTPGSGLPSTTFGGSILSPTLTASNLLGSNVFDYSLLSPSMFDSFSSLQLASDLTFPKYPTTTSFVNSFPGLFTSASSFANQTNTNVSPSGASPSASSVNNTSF
MEX-5 binding: C. elegans MEX-5 TCR-2 RNA binding activity | Q9XUB2 | MEX-5/FITC-TCR2 RNA binding, fluorescence polarization; stronger effect = lower value | activity score (negative = inhibition of binding), % at 10 µM | 0.38% of 300,000 active | AID 1832;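 active = inhibition past about -25% in most replicates, and total fluorescence under double the plate's negative control median, limit read from the data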;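 note: 0% = DMSO and -100% = 5 µM competing unlabeled TCR2 RNA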
VLA-4 inh: inhibition in a human VLA-4 binding assay. inhibition, % (about 7 µM as worked out from the volumes in the protocol). 0.2% of 330,000 active. VLA-4 expressing cells, ligand binding flow cytometry. P13612; in the data active = inhibition above about 50%
AGP1-GFP MLPCN: yeast TOR pathway AGP1-GFP modulation | S. cerevisiae AGP1-GFP multiplex flow cytometry, 3 h; GFP as percent of DMSO wells | GFP response vs DMSO, % at 10 µM | 0.02% of 320,000 active | AID 2066;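 active = GFP response relative to DMSO above a set limit, near screen average plus 3 SD, cut at about 150% in these data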;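 note: median GFP channel fluorescence of the gated AGP1 strain per well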
Numbers without * were called inactive; x = no result given.

SMILES	GRK2 aptamer HTS	Yeast superoxide	Bcl-xL primary	CIT2 TOR yeast	MCL1-BIM inh	GLD-1 TGE inh	MEX-5 binding	VLA-4 inh	AGP1-GFP MLPCN
COc1ccc(NC(=O)C(NC(=O)c2ccc(=O)[nH]c2)c2ccc(C)cc2)cc1 (centres undefined)	24	89	-3	99	-4	-1	-0.3	-1	97
Cc1ccc(-c2oc3ncnc(N)c3c2-c2ccc(C)cc2)cc1	0	109	-3	103	-1	-3	0.3	2	98
CC1(C)CC(=O)C2=C(C1)OC1=C(C(=O)CC(C)(C)C1)C2c1cc([N+](=O)[O-])cc([N+](=O)[O-])c1O	2	103	3	83	-1	1	-0.2	-4	100
O=C(N/N=C/c1cccc(O)c1)N/N=C/c1cccc(O)c1	2	105	4	102	1	1	1.7	3	100
COc1ccc(OC)c(S(=O)(=O)N(C)CC(=O)Nc2ccc3c(c2)OCO3)c1	2	94	4	116	2	6	1.2	9	102
O=C(O)CNc1ccccc1C(=O)O	6	107	7	109	2	5	-2.7	7	102
CC(C)Sc1nc2ncnc(N)c2[nH]1	0	101	-3	92	-5	4	-1.2	-8	103
CCOc1ccccc1NC(=S)N1CCN(c2cccc(OC)c2)CC1	2	101	4	99	6	1	0.0	6	102
Cc1cc(SCC(=O)N/N=C/c2ccc(O)c(O)c2)nc2ccccc12	0	93	16	99	49*	3	1.1	-1	106
O=c1ccc(-c2ccc(S(=O)(=O)Nc3cccc([N+](=O)[O-])c3)s2)n[nH]1	3	114	6	108	1	4	1.5	-6	94

Next part:
SMILES	GRK2 aptamer HTS	Yeast superoxide	Bcl-xL primary	CIT2 TOR yeast	MCL1-BIM inh	GLD-1 TGE inh	MEX-5 binding	VLA-4 inh	AGP1-GFP MLPCN
CCCCN(C(=O)c1cccc(-n2cccc2)c1)c1c(N)n(CCCC)c(=O)[nH]c1=O	13	104	14	90	30	6	2.3	-3	95
Cc1cccc(OCC(=O)NC(=S)Nc2ccc(S(=O)(=O)NC3CCCCC3)cc2)c1	0	107	9	101	10	5	-1.3	0	104
CCOc1ccc(N2C(=O)CN(c3cccc4ccccc34)C2=S)cc1	0	95	3	96	-5	-7	2.1	7	100
Cc1[nH]c(N=Nc2ccccc2)nc1N=Nc1ccccc1	0	111	-1	106	1	4	0.3	5	82
Cc1ccc(CSCc2ccc(C(=O)NCCC(C)C)o2)cc1	3	105	1	96	-2	7	1.0	8	98
COc1ccc(NC(=O)N(C)C[C@H]2Oc3ccc(NC(=O)Cc4ccccc4)cc3CC(=O)N([C@H](C)CO)C[C@H]2C)cc1	0	103	x	102	x	5	x	-1	99
CNC(=O)c1cc(C(=O)c2ccc(C(F)(F)F)cc2F)c[nH]1	0	94	4	114	66*	2	0.5	-3	110
CCN(CC)C(=S)NC(=O)C12CC3CC(CC(C3)C1)C2	4	91	-4	88	-3	1	3.2	9	91
Cc1cnc(C(=O)OCC(=O)Nc2ccc(C)c(S(=O)(=O)N(C)C)c2)cn1	0	104	-6	98	-10	3	-3.5	-3	103
O=C(c1ccc(-c2ccc([N+](=O)[O-])cc2)o1)N1CCN(S(=O)(=O)c2cccs2)CC1	0	88	1	99	10	2	x	2	97

Seven entries already listed, sorted by count of non-hydrogen atoms, highest first.
SMILES	GRK2 aptamer HTS	Yeast superoxide	Bcl-xL primary	CIT2 TOR yeast	MCL1-BIM inh	GLD-1 TGE inh	MEX-5 binding	VLA-4 inh	AGP1-GFP MLPCN
COc1ccc(NC(=O)N(C)C[C@H]2Oc3ccc(NC(=O)Cc4ccccc4)cc3CC(=O)N([C@H](C)CO)C[C@H]2C)cc1	0	103	x	102	x	5	x	-1	99
CCCCN(C(=O)c1cccc(-n2cccc2)c1)c1c(N)n(CCCC)c(=O)[nH]c1=O	13	104	14	90	30	6	2.3	-3	95
Cc1cnc(C(=O)OCC(=O)Nc2ccc(C)c(S(=O)(=O)N(C)C)c2)cn1	0	104	-6	98	-10	3	-3.5	-3	103
CCOc1ccc(N2C(=O)CN(c3cccc4ccccc34)C2=S)cc1	0	95	3	96	-5	-7	2.1	7	100
Cc1ccc(CSCc2ccc(C(=O)NCCC(C)C)o2)cc1	3	105	1	96	-2	7	1.0	8	98
Cc1[nH]c(N=Nc2ccccc2)nc1N=Nc1ccccc1	0	111	-1	106	1	4	0.3	5	82
CCN(CC)C(=S)NC(=O)C12CC3CC(CC(C3)C1)C2	4	91	-4	88	-3	1	3.2	9	91

The results go on.
SMILES	GRK2 aptamer HTS	Yeast superoxide	Bcl-xL primary	CIT2 TOR yeast	MCL1-BIM inh	GLD-1 TGE inh	MEX-5 binding	VLA-4 inh	AGP1-GFP MLPCN
CCN(c1ccc(NC(=O)COC(=O)c2ccc(C)s2)cc1)C(C)C	0	97	-3	96	-6	4	-2.3	-11	99
CCOC(=O)CCCc1ccc(/C(C)=N/NC(N)=S)cc1	2	95	5	91	-3	1	-1.0	4	105
Cc1cc(C(=O)NC2CCCCCCC2)ccc1[N+](=O)[O-]	0	106	13	85	7	10	-1.4	30	99
CC(C)CC(=O)N1CCN(Cc2ccc(Cl)cc2)CC1	5	103	7	101	-1	0	0.9	-13	102
Cc1cccc2c(CC(=O)O)noc12	0	97	2	94	2	2	-1.4	0	92
O=C(COc1ccc(Cl)cc1)Nc1ccc(Cl)cn1	0	125	5	104	9	-7	0.0	0	105
CCc1nnc(NS(=O)(=O)c2ccc(NC(=O)c3cccc(OC(F)(F)C(F)F)c3)cc2)s1	0	99	7	94	2	2	1.7	3	98
COc1ccccc1CCc1nnc(CCC(=O)NC(C)Cc2cccs2)o1 (centres undefined)	0	88	3	108	5	0	-0.3	-2	100
COc1cc2c(c(OC)c1OC)-c1c(cc3c(c1O)OCO3)C[C@@H](C)[C@@H](C)C2	0	98	4	84	3	3	-2.1	11	86
Cc1cc(C)c(NC(=O)c2ccc(CN3CCc4ccccc4C3)cc2)c(C)c1	4	111	4	104	5	9	0.5	13	91

Other records follow:
SMILES	GRK2 aptamer HTS	Yeast superoxide	Bcl-xL primary	CIT2 TOR yeast	MCL1-BIM inh	GLD-1 TGE inh	MEX-5 binding	VLA-4 inh	AGP1-GFP MLPCN
CC(NC(=S)NC(=O)c1ccccc1)c1ccccc1 (centres undefined)	0	100	5	74	8	8	3.4	4	89
CCCCCCn1c(SCCCC)nc2c1c(=O)[nH]c(=O)n2C	5	95	-5	110	-15	11	x	0	101
C[C@]12CCC(O)CC1=CCC1C2CC[C@]2(C)/C(=N\NC(N)=S)CCC12 (some centres undefined)	4	114	-3	97	-5	-2	-0.6	7	104
Cc1nn2cnnc2c(C)c1Cc1ccc(Cl)cc1	1	91	-2	105	-6	-8	0.5	3	103
Cc1cc(C)c(OCCN2CCOCC2)c(Cl)c1	0	101	-1	104	-1	-4	0.4	16	99
COc1cc(OC)cc(C(=O)NCCCN2CCN(CCCNC(=O)c3cc(OC)cc(OC)c3)CC2)c1	0	110	9	93	6	8	-0.2	9	98
CCOc1cc(C2C3=C(CC(C)(C)CC3=O)Nc3n[nH]c(C)c32)ccc1O (centres undefined)	0	92	8	111	-1	4	1.8	-1	109
COc1ccc(-c2cc(-c3ccc(O)cc3)nc(N)c2C#N)cc1OC	4	96	6	76	3	-1	-0.2	-2	96
CCN(CC)P(=O)(Nc1ccc(SC(F)F)cc1)c1ccc(N(C)C)cc1NC(=O)c1ccco1 (centres undefined)	1	118	9	104	9	6	4.0	-1	106
CC(C)CNC(=O)c1ccccc1Oc1ccccc1	0	97	4	96	7	-4	-4.5	5	106

Further entries follow.
Compound	GRK2 aptamer HTS	Yeast superoxide	Bcl-xL primary	CIT2 TOR yeast	MCL1-BIM inh	GLD-1 TGE inh	MEX-5 binding	VLA-4 inh	AGP1-GFP MLPCN
CN(C)CC(C)(C)NS(=O)(=O)c1ccc(Cl)cc1	4	102	2	95	4	-4	1.9	7	94
COc1ccc(C(C)(C)C)cc1NC(=O)CNc1cccc2ccccc12	0	84	-2	106	-6	2	-0.2	-22	98
CCCCCCCNC(=O)C1(CC2CC(c3ccc(Cl)cc3)=NO2)CCNCC1 (centres undefined)	0	110	0	101	2	1	0.0	33	98
C=CCNC(=S)/C(=C(\[O-])c1ccc(Cl)cc1)[n+]1ccccc1	0	100	5	92	5	2	-1.5	8	100
CCOc1ccccc1/C=C(/NC(=O)c1ccccc1)C(=O)NC(C)c1ccccc1 (centres undefined)	0	104	4	97	-1	2	-7.2	-4	94
O=C(CSc1ncn[nH]1)N1CCN(S(=O)(=O)c2ccc(Cl)cc2)CC1	0	86	5	112	6	8	-0.1	9	97
Fc1cccc(Cc2noc(CN3CCOCC3)n2)c1	0	103	0	104	-1	1	-0.9	8	105
CSc1nc(C)cc(SCC(=O)N/N=C/c2ccccc2)n1	4	98	10	95	4	10	-3.2	-8	99
C=CCNc1nc(-c2ccc(Cl)cc2)cs1	2	111	4	105	7	2	-1.5	3	98
COC(=O)Cc1ccc(NC(=S)N2CCCC(CO)C2)cc1 (centres undefined)	0	93	3	94	11	-1	-0.1	-3	102
CC(NC(=O)CN(C)Cc1nc2ccccc2c(=O)[nH]1)c1ccccc1 (centres undefined)	2	94	-4	105	-5	0	-0.3	0	105
COc1ccccc1C(=O)NNC(=O)C(=O)NC1CCCCC1	0	96	4	105	6	4	0.0	-3	103
COCc1cc(C)nc(SCC(=O)Nc2cc(C(F)(F)F)ccc2N2CCOCC2)c1C#N	2	x	6	104	5	-5	-1.0	6	95
O=C(C(Cc1ccccc1)n1cccc1)N1CCCCC1 (centres undefined)	3	120	3	89	4	0	0.1	0	93
Cc1ccc(/C(N)=N/OC(=O)Oc2ccccc2)cc1	2	92	-1	102	-9	7	0.1	4	104
Nc1nc2ccc(S(=O)(=O)N3CCCCC3)cc2s1	0	91	10	110	8	0	3.3	-3	102
N#Cc1c(C(F)(F)F)cc(-c2cccs2)nc1N1CCCCC1	9	97	10	87	8	0	-0.7	8	96
Cc1ccc(CNC(=O)CCCCn2c(=O)[nH]c3ccsc3c2=O)cc1	2	90	7	103	8	1	2.4	7	103
CCOC(=O)C(NC(=O)CC(C)C)(Nc1sc2c(c1C(N)=O)CCCC2)C(F)(F)F (centres undefined)	5	106	1	90	0	-7	2.1	17	90
CCCCSc1nc(CCC)cc(=O)[nH]1	2	109	6	103	9	8	-1.4	2	107
COc1ccc(OC)c(CN2CCN(c3ccc(S(=O)(=O)N4CCCC4)cn3)CC2)c1	1	91	8	94	8	-2	x	-8	98
Cc1nc2ncnn2c(C)c1CCC(=O)N1CCc2ccccc21	0	96	3	104	4	-6	2.5	8	102
COc1cccc(C2C(C(=O)OC(C)C)=C(C)N=c3s/c(=C\c4ccc(C(=O)O)cc4)c(=O)n32)c1 (centres undefined)	5	117	4	93	7	-1	1.3	4	97
